N-glyco inh: N-linked glycosylation inhibition | D54 ERlucT glycosylation luciferase reporter, 24 h; percent of 100 nM tunicamycin response | reporter increase, % at 12.5 µM | hit rate 0.23% among 360,000;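 active = mean luciferase reporter signal, scaled so untreated is 0 and the glycosylation-blocking control 100, at or above a set limit in every replicate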;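 note: luciferase carries N-glycosylation sites so blocking glycosylation raises the light; 0% = median of neutral control wells and 100% = median of 100 nM tunicamycin wells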
MC4R antag cAMP: blocks human MC4R cAMP signaling | P32245 | MC4R-expressing cells, MTII-stimulated cAMP, LANCE TR-FRET | inhibition, % at 6.5 µM | hit rate 0.48% among 360,000;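 active = inhibition above its plate's cutoff, the mean of tested wells on that plate plus 3 SD, cut at about 29% in these data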;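 note: 0% = Melanotan II alone and 100% = Melanotan II plus saturating MCL0020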
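Assay system: U2OS cells stably expressing human melanocortin 4 receptor (MC4R) / Dosing: 6.5 µM / Timing: compound 30 min, challenge 1 h, detection 1 h / Measured by: Eu-cAMP/anti-cAMP TR-FRET, emission 671 nm / Replicates: singlicate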
NOD2 RIPK2 PPI: blocks binding of human NOD2 to RIPK2. O43353. CHO BLA complementation NOD2-RIPK2, CCF4 ratio. hit rate 0.38% among 360,000. inhibition, % at 4.98 µM; in the data active = inhibition above about 21%;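 note: 0% = vehicle only and 100% = reference blocker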
ABHD5 PLIN5 PPI: ABHD5-PLIN5 protein interaction inhibition; inhibition, % at 4 µM; Split G. princeps luciferase complementation, luminescence, 4 h; hit rate 0.78% among 360,000; Q00G26+Q8WTS1;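 active = inhibition above the mean inhibition across every tested compound plus 3 SD, cut at about 22% in these data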;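 note: 0% = DMSO only wells and the 100% control is not disclosed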
Target sequence (Q00G26 whole entry, looked up): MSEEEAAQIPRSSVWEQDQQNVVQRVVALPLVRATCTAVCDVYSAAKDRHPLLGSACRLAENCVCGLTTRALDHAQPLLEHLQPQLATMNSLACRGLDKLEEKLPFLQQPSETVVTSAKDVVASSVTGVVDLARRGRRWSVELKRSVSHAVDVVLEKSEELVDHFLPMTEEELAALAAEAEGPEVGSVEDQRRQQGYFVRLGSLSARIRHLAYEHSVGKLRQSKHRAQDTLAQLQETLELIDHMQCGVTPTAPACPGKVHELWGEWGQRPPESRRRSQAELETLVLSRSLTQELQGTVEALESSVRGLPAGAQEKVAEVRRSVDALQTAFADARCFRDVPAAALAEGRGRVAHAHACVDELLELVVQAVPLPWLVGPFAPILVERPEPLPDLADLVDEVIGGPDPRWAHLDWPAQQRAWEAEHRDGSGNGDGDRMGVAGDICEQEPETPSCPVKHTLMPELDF
Target sequence (Q8WTS1 whole entry, looked up): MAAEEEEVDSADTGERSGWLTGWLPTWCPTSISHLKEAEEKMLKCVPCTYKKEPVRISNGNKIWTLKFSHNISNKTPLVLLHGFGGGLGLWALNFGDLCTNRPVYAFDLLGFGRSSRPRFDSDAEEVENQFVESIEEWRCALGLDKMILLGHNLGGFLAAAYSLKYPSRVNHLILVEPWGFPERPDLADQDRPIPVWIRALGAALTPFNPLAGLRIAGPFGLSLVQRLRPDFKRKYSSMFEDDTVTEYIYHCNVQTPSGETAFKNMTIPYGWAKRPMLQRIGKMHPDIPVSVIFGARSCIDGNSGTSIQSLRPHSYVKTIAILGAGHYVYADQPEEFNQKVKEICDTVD
Cardio protect: myocardial damage modulation in H9c2 cells. H9c2 cardiomyocytes, H2O2 injury protection, ATPLite, 2 h. protection from H2O2 cell death, % at 20 µM. hit rate 0.63% among 360,000. AID 588492;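 active = compounds giving at least 50% protection of heart cells from peroxide-induced death in the single-dose screen, raw or plate-pattern-corrected value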;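 note: 0% = DMSO wells with peroxide and 100% = DMSO wells without peroxide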
TLR9-MyD88 inh: TLR9-MyD88 interaction inhibition. Q9NR96+Q99836. CHO BLA complementation TLR9-MyD88, CCF4 FRET ratio. inhibition, % at 4.98 µM. hit rate 0.21% among 340,000;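 active = inhibition above the mean over all tested compounds plus 3 SD, cut at about 21% in these data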;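 note: 0% = DMSO only wells and 100% = clavulanate BLA inhibitor control wells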
ABCB6 inh MLPCN: inhibitors of human ABC transporter ABCB6; Q9NP58; K562-ABCB6 porphyrin accumulation, flow cytometry, 1 h; hits give low values; fluorescence ratio to DMSO, % at 10 µM; hit rate 0.19% among 360,000;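 active = fluorescence ratio to DMSO below 75%, the collection mean minus 3 SD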;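 note: signal is porphyrin accumulated inside mitochondria; 100% equals median channel fluorescence of DMSO control wells; lower ratio means ABCB6 inhibition with less porphyrin fluorescence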
HTR2A ag: mouse HTR2A agonism via beta-arrestin recruitment; activation, % at 7.6 µM; P35363; hit rate 0.66% among 360,000; CHO-K1 mHTR2A beta-arrestin complementation, luminescence; percent of 30 µM serotonin response;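 active = activation above a run cutoff, the mean activation of all tested compounds plus 3 SD, cut at about 14% in these data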;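 note: 0% = plate median of compound wells and 100% = 30 µM serotonin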
MC4R ag barr: agonists of human melanocortin 4 receptor (MC4R) beta-arrestin; P32245; U2OS MC4R beta-arrestin complementation, luminescence; percent of melanotan II response, DMSO zero; activation, % at 8.9 µM; hit rate 0.98% among 360,000; AID 540308;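 active = activation above a per-plate cutoff, the mean activation of sample wells on that plate plus 3 SD, cut at about 8% in these data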
SRC2 inh: human SRC2 (NCOA2) inhibition; Q15596; HEK293 GAL4-SRC2 luciferase reporter, luminescence; inhibition, % at 9 µM; hit rate 0.17% among 370,000;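 active = inhibition above the mean inhibition of all tested compounds plus 3 SD, set per campaign, cut at about 52% in these data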;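 note: 0% = DMSO treated cells and 100% = cells given Gossypol at 36 µM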
An asterisk follows results filed as active; x = no result given. These rows are one share of the data; the hit share may differ from the screen's.

SMILES	N-glyco inh	MC4R antag cAMP	NOD2 RIPK2 PPI	ABHD5 PLIN5 PPI	Cardio protect	TLR9-MyD88 inh	ABCB6 inh MLPCN	HTR2A ag	MC4R ag barr	SRC2 inh
COc1cc(C=O)ccc1OCc1ccncc1	0	-2	6	-11	-3	18	95	1	0.2	-24
O=C(COc1ccccc1F)NC1CC1	1	15	-8	3	-2	-2	98	-5	-3.6	-11
Clc1ccc(-c2cnc(Oc3ccccc3)nc2)cc1	-1	1	-14	-10	-2	-10	108	4	0.2	-73
CC(=O)NC(CCS(C)(=O)=O)C(=O)Nc1ccc2c(c1)OCO2 (configuration not stated)	0	5	3	-3	2	10	103	-3	-0.6	7
CC(=O)NCc1ccc2[nH]c(C)cc2c1	3	3	4	8	4	6	92	17*	-0.9	-22
COc1ccc(C(=O)C2CCCN(Cc3cc(C)c(O)c(C)c3)C2)c(OC)c1 (configuration not stated)	0	1	-7	4	0	-12	98	-18	0.1	-6
O=S1(=O)[C@H]2C[C@@H]3C=C[C@]2(CN1Cc1ccc(C(F)(F)F)cc1)O3	0	2	10	-3	-1	-6	97	5	-2.1	-25
C[C@@H]1CCC(=O)N(CC[C@H](N=[N+]=[N-])c2ccccc2)CC1	-2	1	-2	3	-1	0	90	5	0.8	-13
Cc1cc(/C=N/NC(N)=S)c(C)n1-c1ccc(Cl)c(Cl)c1	-11	-8	5	-9	-21	7	96	-1	-1.4	-18
CCOC(=O)c1ccc(-n2ncc(C(=O)OCC)c2N)cc1	1	17	4	1	8	7	97	4	1.6	3
COc1cccc(NC(=O)CCCN2C(=O)C3CC=CCC3C2=O)c1 (configuration not stated)	0	-1	13	0	-10	-5	96	-4	-1.4	-14
Cc1ccccc1Cn1nnc(-c2ccc(F)cc2)n1	-1	5	-6	-5	-5	-12	97	5	0.4	-5
Cc1cn(C2CCCCC2)c(=O)n(-c2ccccc2)c1=O	0	10	-17	3	-2	-9	106	-2	0.2	0
C=CCN(c1ccccc1)S(=O)(=O)c1cccc(C(=O)N2CCN(c3ncccn3)CC2)c1	-2	14	-9	1	-4	-17	95	-2	-1.7	1
CN(Cc1nccs1)C(=O)c1ccc(OC2CCN(CCc3ccccc3)CC2)cc1	-4	5	-12	-2	-1	-6	98	-11	-1.6	14
CCOc1ccc(OCc2cccc(C(=O)O)c2)cc1	-11	11	-4	5	-11	-5	96	0	-0.9	-53
CN(CCCN1CCOCC1)Cc1nc(-c2ccccc2)no1	-1	0	-16	-6	10	-5	102	3	-0.6	14
O=C(c1ccc2nc(N3CCCCC3)sc2c1)N1CCN(c2ccccn2)CC1	1	11	-2	0	-1	-5	97	2	1.1	-14
O=C(COC(=O)c1ccc(S(=O)(=O)N2CCCCC2)cc1)Nc1ccccc1	-2	7	7	5	6	-3	99	3	0.4	2
COc1ccc(NC(=O)N(C)C[C@H]2Oc3c(NC(=O)C4CCCCC4)cccc3C(=O)N([C@H](C)CO)C[C@@H]2C)cc1	2	1	2	2	4	-2	107	-5	0.3	-10
CCS(=O)(=O)N1CCN(c2ccc([N+](=O)[O-])c(NCc3cccnc3)c2)CC1	-1	5	0	8	3	9	95	-3	0.2	1
S=c1[nH]ncn1NCc1cccc(Br)c1	-1	18	-4	12	-1	x	100	2	-1.2	3
CC(=O)c1cccc(OCC(O)CNCC2COc3ccccc3O2)c1 (configuration not stated)	2	1	-4	6	-3	-14	98	26*	0.5	-12
CSc1sc(C(=O)O)c(C)c1C(C)=O	1	-3	-13	4	-4	-6	92	4	4.5	-22
O=Cc1ccccc1-n1cncn1	3	13	-3	4	2	6	97	1	0.4	-21
Cc1c(C(=O)O)sc(S(=O)(=O)N2CCN(C(=O)CCc3ccccc3)CC2)c1C(=O)O	0	5	-4	4	2	-4	92	-5	0.4	-17
COc1ccc([N+](=O)[O-])cc1NC(=O)CN(C)S(=O)(=O)c1ccccc1	-2	7	-9	-4	-4	1	98	-3	-1.5	6
COc1cc(/C=N/Nc2nc(C)cc(C)n2)ccc1O	1	-9	1	2	0	-2	93	3	-2.0	-32
Cn1c(CNc2nc3ccccc3n2C)nc2ccccc21	2	-6	-12	-1	0	-1	101	-3	-1.9	-51
CCCCN(C(=O)c1cccc(S(=O)(=O)N2CCCCC2)c1)C1CCS(=O)(=O)C1 (configuration not stated)	2	9	4	-3	2	-4	96	-3	-3.4	-13
CCN1CCN(Cc2c(O)ccc3c(=O)c(-c4ccccc4OC)coc23)CC1	-2	7	-7	3	0	0	100	-1	-0.6	-1
CC(=O)c1ccc(-c2ccc(C(=O)N3CCCc4ccccc43)o2)cc1	1	8	8	4	6	7	93	-5	-1.3	-20
CC(Oc1ccccc1)C(=O)NC1CCSc2ccccc21 (configuration not stated)	-2	-5	-7	5	1	-4	96	-6	-1.6	-11
CCN1CCN(S(=O)(=O)c2ccc(Cl)c(C(=O)Oc3ccc(CC(=O)OC)cc3)c2)CC1	1	7	-3	3	-3	7	100	6	-1.4	15
CC(=O)Nc1cccc(O)c1	-1	7	0	-7	1	-4	97	-3	-1.0	-4
COc1ccc(/C=C/C(=O)OCC(=O)N2CC(=O)Nc3ccccc32)cc1	0	-11	-3	2	6	0	98	2	-0.8	33
O=C(CN1CCN(c2cccc(Cl)c2)CC1)Nc1ccc([N+](=O)[O-])cc1C(=O)Nc1ccccc1F	-9	16	-9	-2	16	-4	89	5	-3.1	-8
CC1(C(=O)N2CCCCC2)CCN1C(=O)c1ccccc1CCc1ccccc1 (configuration not stated)	1	11	6	-1	12	x	100	-5	1.0	-11
CCOC(=O)/C(Sc1nc(-c2ccccc2)cc(-c2ccccc2)c1C#N)=C(\C)O	-2	1	20	-18	-6	9	98	-3	-1.0	-2
CCn1cc(CN2CCC(C(=O)Nc3cccc(-c4cscn4)c3)CC2)cn1	-2	-2	0	-2	2	0	90	-4	-2.2	2
CC(=O)c1ccc(NC(=O)C(C)Sc2ccccn2)cc1 (configuration not stated)	0	-7	2	0	1	-9	99	0	-2.4	-33
CC1CCCCC1NC(=O)/C(C#N)=C/C=C/c1ccccc1[N+](=O)[O-] (configuration not stated)	-1	-9	4	5	-6	-5	134	1	-3.3	-7
O=C(CCC(=O)OCC(=O)c1ccc(Br)cc1)Nc1cccc2cccnc12	0	1	-4	14	-1	-13	92	5	5.5	-48
CCNC(=O)C1(C)CCCN(CC(=O)c2ccccc2OC)C1 (configuration not stated)	1	3	-3	-1	1	x	107	-1	-0.7	-10
CCCCCN(C(=O)CCC(=O)OC(C)C(=O)Nc1cccc(C#N)c1)c1c(N)n(CCCC)c(=O)[nH]c1=O (configuration not stated)	0	10	-5	5	-4	-14	100	-7	-2.4	-5
Cc1cc(C)c(NC(=O)CNC(=O)COC(=O)CN2C(=O)NC3(CCCC3)C2=O)c(C)c1	2	4	-4	11	1	9	98	-1	-1.3	-45
Cc1cccc2nc(-c3cccnc3)c(Nc3ccccc3)n12	-3	6	8	0	1	2	93	-4	0.2	-25
CCOC(=O)c1c(-c2cccs2)csc1NC(=O)CN(CC)CC	-5	22	0	-18	-21	5	90	-3	-0.8	18
O=C(c1ccc(OC2CCN(Cc3ccccn3)CC2)cc1)N1CCC[C@H]1CO	-1	1	-10	5	4	1	98	2	-1.1	-14

Exported with bars between the fields: 16 of the compounds above.
molecule | N-glyco inh | MC4R antag cAMP | NOD2 RIPK2 PPI | ABHD5 PLIN5 PPI | Cardio protect | TLR9-MyD88 inh | ABCB6 inh MLPCN | HTR2A ag | MC4R ag barr | SRC2 inh
COc1cc(C=O)ccc1OCc1ccncc1 | 0 | -2 | 6 | -11 | -3 | 18 | 95 | 1 | 0.2 | -24
O=C(COc1ccccc1F)NC1CC1 | 1 | 15 | -8 | 3 | -2 | -2 | 98 | -5 | -3.6 | -11
Clc1ccc(-c2cnc(Oc3ccccc3)nc2)cc1 | -1 | 1 | -14 | -10 | -2 | -10 | 108 | 4 | 0.2 | -73
CC(=O)NC(CCS(C)(=O)=O)C(=O)Nc1ccc2c(c1)OCO2 (configuration not stated) | 0 | 5 | 3 | -3 | 2 | 10 | 103 | -3 | -0.6 | 7
CC(=O)NCc1ccc2[nH]c(C)cc2c1 | 3 | 3 | 4 | 8 | 4 | 6 | 92 | 17* | -0.9 | -22
COc1ccc(C(=O)C2CCCN(Cc3cc(C)c(O)c(C)c3)C2)c(OC)c1 (configuration not stated) | 0 | 1 | -7 | 4 | 0 | -12 | 98 | -18 | 0.1 | -6
O=S1(=O)[C@H]2C[C@@H]3C=C[C@]2(CN1Cc1ccc(C(F)(F)F)cc1)O3 | 0 | 2 | 10 | -3 | -1 | -6 | 97 | 5 | -2.1 | -25
C[C@@H]1CCC(=O)N(CC[C@H](N=[N+]=[N-])c2ccccc2)CC1 | -2 | 1 | -2 | 3 | -1 | 0 | 90 | 5 | 0.8 | -13
Cc1cc(/C=N/NC(N)=S)c(C)n1-c1ccc(Cl)c(Cl)c1 | -11 | -8 | 5 | -9 | -21 | 7 | 96 | -1 | -1.4 | -18
CCOC(=O)c1ccc(-n2ncc(C(=O)OCC)c2N)cc1 | 1 | 17 | 4 | 1 | 8 | 7 | 97 | 4 | 1.6 | 3
COc1cccc(NC(=O)CCCN2C(=O)C3CC=CCC3C2=O)c1 (configuration not stated) | 0 | -1 | 13 | 0 | -10 | -5 | 96 | -4 | -1.4 | -14
Cc1ccccc1Cn1nnc(-c2ccc(F)cc2)n1 | -1 | 5 | -6 | -5 | -5 | -12 | 97 | 5 | 0.4 | -5
Cc1cn(C2CCCCC2)c(=O)n(-c2ccccc2)c1=O | 0 | 10 | -17 | 3 | -2 | -9 | 106 | -2 | 0.2 | 0
C=CCN(c1ccccc1)S(=O)(=O)c1cccc(C(=O)N2CCN(c3ncccn3)CC2)c1 | -2 | 14 | -9 | 1 | -4 | -17 | 95 | -2 | -1.7 | 1
CN(Cc1nccs1)C(=O)c1ccc(OC2CCN(CCc3ccccc3)CC2)cc1 | -4 | 5 | -12 | -2 | -1 | -6 | 98 | -11 | -1.6 | 14
CCOc1ccc(OCc2cccc(C(=O)O)c2)cc1 | -11 | 11 | -4 | 5 | -11 | -5 | 96 | 0 | -0.9 | -53
